D3 antag: blocks the human D3 dopamine receptor. D3R cells, DiscoveRx beta-arrestin luminescence, antagonist mode; hits give low values. 360,000 compounds, 2.5% hits. max response, negative = inhibition, %. P35462; in the data active = max response below about -50%; inconclusive = no clear call, values can overlap the other calls; also: % is scaled to controls: 0 for no effect and ±100 for the full control effect; mostly tested at two doses, the higher about 12 µM
Target sequence (P35462 whole entry, looked up): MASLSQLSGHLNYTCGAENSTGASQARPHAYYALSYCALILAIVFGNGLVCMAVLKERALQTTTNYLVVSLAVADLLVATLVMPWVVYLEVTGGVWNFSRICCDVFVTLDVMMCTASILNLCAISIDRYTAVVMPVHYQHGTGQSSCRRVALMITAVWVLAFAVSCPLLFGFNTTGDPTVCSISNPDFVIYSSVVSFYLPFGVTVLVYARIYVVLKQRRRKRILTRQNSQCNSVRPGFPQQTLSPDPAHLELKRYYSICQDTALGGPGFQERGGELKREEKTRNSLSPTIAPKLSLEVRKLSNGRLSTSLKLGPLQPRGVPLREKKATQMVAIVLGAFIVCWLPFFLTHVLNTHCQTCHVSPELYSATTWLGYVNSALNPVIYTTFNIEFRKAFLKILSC
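Cells plated overnight at 1500 cells/well, then exposed to library compounds with dopamine controls for 90 minutes at 37 degrees C. DiscoveRx reagent added for 30–60 minutes at room temperature; luminescence read, quantitative HTS format.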
Akt phos inh: Akt phosphorylation inhibition. 360,000 compounds, 0.32% hits. Neuro2A IGF-stimulated pAkt S473 HTRF, 20 min; hits give low values. AID 651550. activity change, % for hits at 50 µM; in the data active = activity change below about -80%; inconclusive = mostly about -51% to -80%; also: % is scaled to controls: 0 for no effect and ±100 for the full control effect
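Single-point screen (50 µM final compound) in Neuro2A cells stimulated 20 min with 6 nM IGF at 37 deg C. After lysis, Ser473-phosphorylated Akt read by HTRF (ex 330 nm, em 615/665 nm) as the 665/615 ratio.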
PTHR1 ag: activates the human parathyroid hormone receptor PTHR1. 410,000 compounds, 0.075% hits. HEK293 GP2 PTHR1 cells, GloSensor cAMP luminescence, 1 h. Potency, µM (titrated, usually from 115 µM), inactives show at the highest dose activation, usual class: activators. Q03431; also: potency is read from the fitted curve at half-maximal effect; nearly all actives have a fitted effect of over 55% in size; some results filed as inactive show a strong effect at the top dose; inactives centre near -15; many of its hits are not listed in these tables
Target sequence (Q03431 whole entry, looked up): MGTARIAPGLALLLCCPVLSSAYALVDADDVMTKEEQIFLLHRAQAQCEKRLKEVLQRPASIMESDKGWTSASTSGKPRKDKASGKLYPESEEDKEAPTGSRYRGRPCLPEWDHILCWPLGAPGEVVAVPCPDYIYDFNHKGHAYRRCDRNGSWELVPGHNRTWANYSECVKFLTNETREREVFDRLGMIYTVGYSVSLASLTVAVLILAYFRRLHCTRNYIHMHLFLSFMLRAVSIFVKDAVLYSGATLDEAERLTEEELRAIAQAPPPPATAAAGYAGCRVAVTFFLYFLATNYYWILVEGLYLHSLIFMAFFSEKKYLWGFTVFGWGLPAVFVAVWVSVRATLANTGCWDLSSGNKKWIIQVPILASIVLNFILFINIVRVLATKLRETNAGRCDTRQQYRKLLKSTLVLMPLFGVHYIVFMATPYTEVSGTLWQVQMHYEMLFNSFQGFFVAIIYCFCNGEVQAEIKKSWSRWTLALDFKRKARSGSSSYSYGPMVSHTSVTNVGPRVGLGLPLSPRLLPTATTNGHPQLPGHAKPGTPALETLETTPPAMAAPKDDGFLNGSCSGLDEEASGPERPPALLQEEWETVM
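HEK-293-derived GP2 cells expressing PTHR1 and a GloSensor cAMP reporter, 3,000/well, plated overnight, given luciferin plus IBMX (each 0.5 mM as added) for 1 h at 37 °C, then compound for 1 h at 37 °C. Luminescence was read after 15 min at room temperature.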
EPAC2 agonist: agonists of human EPAC2 (RAPGEF4); EPAC2 activation, biochemical qHTS; response scale: 100% = 6.5 mM cAMP response; AID 720711; Potency, µM (top dose mostly 154 µM), inactives show top-dose activation, usual class: activators; Q8WZA2; 360,000 compounds, 0.079% hits; also: potency is read from the fitted curve at half-maximal effect; nearly all actives have a fitted effect of over 50% in size
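Readout is BODIPY fluorescence (480 nm excitation, 540 nm emission), which falls as labeled GDP is exchanged off Rap1B. EPAC2 at 100 nM acted on 250 nM RAP1B-BODIPY-GDP with 50 uM GDP present.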
CCT modulator: cytosolic chaperonin activity modulation. purified chaperonin ATPase assay, HTRF ADP detection, 30 min. activity change, % (concentration not given with the values), hits read low. 360,000 compounds, 0.3% hits. AID 651819; in the data active = activity change below about -30%; also: % is scaled to controls: 0 for no effect and ±100 for the full control effect
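ATPase activity: ADP formed was measured by HTRF Transcreener (665/615 nm ratio) after 30 min at 37 deg C with 10 uM ATP. Compounds screened at one 76 uM concentration against 40 or 20 nM TRiC in Tris pH 7.4/KCl/MgCl2/DTT buffer.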
EPAC2 antagonist: blocks human EPAC2 exchange factor. 360,000 compounds, 0.18% hits. EPAC2 GEF exchange of Rap1B-BODIPY-GDP, fluorescence. Potency, µM (doses to about 114 µM), for the others: top-dose activity, negative = inhibition, usual class: inhibitors. Q8WZA2; also: potency is read from the fitted curve at half-maximal effect; % is scaled to controls: 0 for no effect and ±100 for the full control effect; nearly all actives have a fitted effect of over 45% in size; many of its hits are not listed in these tables
MmCpn inh: blocks the Methanococcus maripaludis chaperonin Mm-Cpn; 330,000 compounds, 0.031% hits; purified Mm-Cpn ATPase, ADP Transcreener TR-FRET; Potency, µM (series often up to 76.9 µM), for inactives: top-dose activity, negative = inhibition, actives largely listed as inhibitors; AID 504842; also: potency is read from the fitted curve at half-maximal effect; % is scaled to controls: 0 for no effect and ±100 for the full control effect; nearly all actives have a fitted effect of over 80% in size
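ATPase read-out: TR-FRET ADP immunoassay (anti-ADP Eu cryptate vs ADP-d2), ex 320 nm, em 590/665 nm; signal drops as ADP forms. Enzyme 25 nM, ATP 10 uM, 30 min at 37°C after 10 min compound preincubation.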
D3 ag: activates the human D3 dopamine receptor. D3R DiscoveRx beta-arrestin cells, luminescence, 90 min. max activation, %. 410,000 compounds, 0.58% hits; in the data active = max activation above about 30%; also: 0% is about no effect; mostly tested at two doses, the higher about 12 µM
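Agonist-mode cell screen: cells plated at 1500/well and incubated overnight at 37 °C, then exposed to library compounds for 90 min at 37 °C. Detection reagent was added for 30–60 min at room temperature, and luminescence was read.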
Active calls of the source: *; i = inactive; ? = inconclusive; . = not tested or not shown; [ ] = dose if it differs, or a comment. Unless noted, calls follow the shape of the dose curve; as a rule, active = well fitted curve in the direction sought with a large enough effect; inconclusive = small, poorly fitted or top-dose-only effect, or another doubt; inactive = no such curve, though single readings can be large; an effect the other way counts as inactive or inconclusive.

#	SMILES	D3 antag	Akt phos inh	PTHR1 ag	EPAC2 agonist
1	COc1ccc(S(=O)(=O)N2CCOCC2)cc1NC(=O)COC(=O)CCOc1ccc(C)cc1	1	i	-40%[inhibitor]	4%
2	O=C(O)C1CC(c2ccccc2)=NO1 (stereo not drawn)	43	.	i	2%
3	COC(=O)[C@@]1(Cc2ccc(F)cc2)[C@H]2c3cc(C(=O)N(C)C)n(CCc4c[nH]c5ccc(OC)cc45)c3C[C@H]2CN1C(=O)c1ccccc1	23	i	i	6%
4	CCCn1ccc(O)c(Cc2ccc(Cl)cc2)c1=O	12	i	-11%	1%
5	CC(=O)Nc1cccc(S(=O)(=O)N2CCCCCC2)c1	4	i	i	-1%
6	C=CCn1c(COc2ccc(OC)cc2)nc2ccccc21	19	i	-23%	3%
7	CCC(C)c1ccccc1NC(=O)c1cc(C)no1 (stereo not drawn)	0	i	-35%[inhibitor]	14%
8	CC(=O)c1coc2c1cc(O)c1ccccc12	-13	i	-5%	1%
9	COc1ccc(C2=NOC(C(=O)Nc3cc(Br)ccc3O)C2)cc1OC (stereo not drawn)	-25	i	i	5%
10	Cc1nn(-c2ccccc2)c(Cl)c1C(=O)NNC(=O)c1ccncc1	2	i	i	1%
11	COc1ccc(S(=O)(=O)N2CCOCC2)cc1NC(=O)c1sccc1C	17	i	1%	3%
12	CCN(CC)C(=O)c1cccc(-c2csc(C(C)(O)c3cccc(F)c3)n2)c1 (stereo not drawn)	34	i	-50%[inhibitor]	15%
13	CCc1ccc2oc(=O)cc(CN3CCN(CCO)CC3)c2c1	-4	i	-9%	-10%
14	Cc1cc2[nH]c(=O)c(=O)[nH]c2cc1S(=O)(=O)NCC(C)c1ccccc1 (stereo not drawn)	30	i	-16%	14%
15	Cc1ccc(-c2cc(C(=O)OCC(=O)N(C)C3CCS(=O)(=O)C3)c3ccccc3n2)c(C)c1 (stereo not drawn)	3	i	i	3%

#	CCT modulator	EPAC2 antagonist	MmCpn inh	D3 ag
1	-1.7	-11%	1%	6
2	0.7	0%	-1%	19
3	-0.7	8%	.	0
4	0.3	-2%	2%	11
5	-0.5	8%	-1%	2
6	1.5	?	1%	-2
7	-2.0	-5%	1%	3
8	-0.3	-3%	1%	-5
9	-2.5	-3%	2%	-11
10	-0.3	-3%	0%	0
11	-0.5	-6%	2%	0
12	-0.9	0%	.	11
13	-5.0	14%	1%	-2
14	-0.5	23%	.	0
15	-9.8	-11%	-9%	1

Other results
#	SMILES	D3 antag	Akt phos inh	PTHR1 ag	EPAC2 agonist
16	CCn1cc(C(=O)NCCCN2CC(C)CC(C)C2)c(=O)c2cc(S(=O)(=O)N(C)C3CCCCC3)ccc21 (stereo not drawn)	-15	i	-24%	2%
17	Cc1cc(NC(=O)c2cc(F)c(F)cc2Cl)no1	13	i	i	5%
18	O=c1cnnc(Nc2ccccc2)[nH]1	13	i	i	5%
19	O=S(=O)(NCC(c1cccnc1)N1CCN(c2ccc(F)cc2)CC1)c1ccc(F)cc1 (stereo not drawn)	15	i	-23%	2%
20	CC1CC(C)CN(C(=O)COC(=O)/C=C/c2cccc([N+](=O)[O-])c2)C1 (stereo not drawn)	0	i	17%	-7%
21	Cc1cc(NC(=O)c2ccc(N3CCCC3)c([N+](=O)[O-])c2)no1	-11	i	i	-3%
22	CCOP(=O)(OCC)c1nc(-c2ccc(C)cc2)oc1NCc1ccccc1	3	i	i	-5%
23	COc1ccc(-n2cc(-c3ccccc3)c3c(NN4CCOCC4)ncnc32)cc1	21	i	i	9%
24	O=[N+]([O-])c1ccc(N2CCN(c3ccc(Cl)nn3)CC2)c(Cl)c1	-23	i	i	7%
25	O=C(Nc1ccccc1C(=O)O)c1ccc2c(c1)C(=O)N(c1cccc([N+](=O)[O-])c1)C2=O	3	i	i	-3%
26	Cc1ccc(OCC(=O)Nc2cccnc2Cl)cc1C	7	i	-11%	13%
27	CC1(C)Cc2ccccc2C(C(Cc2ccccc2)C(N)=O)=N1 (stereo not drawn)	6	i	-9%	4%
28	CN(C)S(=O)(=O)c1ccc(Cl)c(NC(=O)CN2CCc3ccccc3C2)c1	2	i	-34%[inhibitor]	9%
29	Cc1ccc(S(=O)(=O)N2CCOCC2)cc1NC(=O)Cn1nc(C)c([N+](=O)[O-])c1C	20	i	-19%	0%
30	Cc1nc(C)c(-c2csc(Nc3ccc(F)cc3)n2)s1	38	i	-48%[inhibitor]	8%

#	CCT modulator	EPAC2 antagonist	MmCpn inh	D3 ag
16	0.3	-1%	-10%	-9
17	-5.1	-1%	0%	15
18	-1.9	-14%	1%	-4
19	-1.9	-6%	1%	-3
20	-1.8	-6%	2%	-5
21	0.8	27%	-2%	-12
22	-0.6	-11%	-2%	9
23	-2.3	-12%	1%	4
24	0.4	10%	0%	-4
25	-1.4	-2%	-1%	8
26	0.3	1%	-2%	6
27	0.1	1%	1%	-8
28	1.1	10%	2%	74*
29	2.8	-6%	0%	1
30	1.8	9%	1%	20

Next part:
#	SMILES	D3 antag	Akt phos inh	PTHR1 ag	EPAC2 agonist
31	CC(C)(C)c1ccc(CC(=O)N2CCC2(C)C(=O)NS(=O)(=O)c2cccc(Cl)c2)cc1 (stereo not drawn)	-25	i	-16%	-1%
32	Cc1ccccc1NC(=O)Cc1nnc(SCC(=O)NC2CCCC2)n1C	-3	i	-6%	8%
33	O=[N+]([O-])c1ccc(N2CCCC2)c([N+](=O)[O-])c1	-1	i	-37%[inhibitor]	8%
34	COc1ccc(-c2cc(C(F)(F)F)c(C#N)c(SCC(=O)Nc3ccccc3C#N)n2)cc1	25	i	i	3%
35	O=C(NC1CCC(NC(=O)C(F)(F)C(F)F)CC1)C(F)(F)C(F)F (stereo not drawn)	10	i	?	4%
36	COC(=O)CNC(=O)Cn1cnc2sc(C)c(S(=O)(=O)N3CCC(C)CC3)c2c1=O	5	i	i	-8%
37	CC(C)(C)c1ccc(-n2ncc3c2CCCC3NC(=O)CCn2cncn2)cc1 (stereo not drawn)	2	i	-20%	1%
38	Cc1ccc(S(=O)(=O)NCC(=O)NCc2cc(=O)n(C)c(=O)n2C)cc1	0	i	i	-2%
39	COc1ccc(NC(=O)c2cc(=O)c3ccccc3o2)cn1	?	i	-1%[57.5 µM]	7%
40	CCc1nc2ccc(C(=O)NC3CCN(C)CC3)cn2c1N(C)CCC(C)C	14	i	0%	-7%
41	CCCCCc1c(C)nc(N2CCc3ccccc32)[nH]c1=O	12	i	-13%	-3%
42	CC1(C)CC(NC(=O)c2ccc(Br)o2)CC(C)(C)N1	2	i	-13%	15%
43	COc1ccc(/C(C)=N/N=C(N)N)c(O)c1	-5	i	-17%	5%
44	O=C(COc1ccccc1Cl)Nc1ccc2c(c1)C(=O)NC2=O	-23	i	13%	11%
45	CCOC(=O)N1CCN(CC(O)c2c[nH]c3ccccc23)CC1 (stereo not drawn)	-18	i	-46%[inhibitor]	8%

#	CCT modulator	EPAC2 antagonist	MmCpn inh	D3 ag
31	-1.0	8%	.	9
32	2.7	0%	1%	-3
33	0.8	-13%	.	4
34	-45*	0%	-6%	-1
35	-0.6	9%	1%	-14
36	-2.0	-8%	0%	3
37	1.0	1%	1%	5
38	1.7	1%	-1%	-3
39	-0.9	8%	0%	-4
40	-6.5	4%	.	1
41	0.0	6%	1%	7
42	-2.4	-3%	-11%	-1
43	2.1	9%	1%	-10
44	-3.2	-4%	-6%	-4
45	2.0	11%	1%	-11

More entries
#	SMILES	D3 antag	Akt phos inh	PTHR1 ag	EPAC2 agonist
46	CCSc1nnc(NC(=O)CSc2nc(CC)nc3c2c(=O)n(C)c(=O)n3C)s1	46	i	-25%	-4%
47	O=C(NCCCNC(=O)c1ccc(-c2cccc(Cl)c2)o1)c1cnccn1	1	i	-42%[inhibitor]	-2%
48	Cn1cccc1/C=N/NC(=O)CSc1nc2ccccc2[nH]1	5	i	-8%	-10%
49	CC(C)CCN1CCN(Cc2ccc(N3CCNC3=O)cc2)CC1CCO (stereo not drawn)	-12	i	15%	5%
50	NC(=S)N=Nc1c(O)[nH]c2c(Br)cc(Br)cc12	-29	i	-3%	4%
51	Cc1ccsc1/C=C1\SC(=S)N(CC2CCCO2)C1=O (stereo not drawn)	-18	i	-10%	12%
52	COC(=O)C1CCN(C2CN(Cc3ccc([N+](=O)[O-])cc3)S(=O)(=O)C2)CC1 (stereo not drawn)	-29	i	i	6%
53	O=C(Nc1ccc(NC(=S)NC(=O)c2ccccc2Cl)cc1)c1cccc(Cl)c1	54	.	-3%[57.5 µM]	0%[15.6 µM]
54	COC(=O)C1CN(C(=O)COc2ccc(C)cc2)c2ccccc2O1 (stereo not drawn)	-7	i	i	7%

#	CCT modulator	EPAC2 antagonist	MmCpn inh	D3 ag
46	-0.8	7%	1%	4
47	1.0	21%	-2%	3
48	0.4	4%	0%	1
49	0.7	6%	1%	-19
50	0.1	-9%	0%	-7
51	-3.7	-1%	0%	-4
52	-0.2	5%	.	-2
53	-0.9	3%	.	1
54	-5.0	-11%	1%	0

Some of these compounds in order of SMILES length, high to low:
#	SMILES	D3 antag	Akt phos inh	PTHR1 ag	EPAC2 agonist
52	COC(=O)C1CCN(C2CN(Cc3ccc([N+](=O)[O-])cc3)S(=O)(=O)C2)CC1 (stereo not drawn)	-29	i	i	6%
47	O=C(NCCCNC(=O)c1ccc(-c2cccc(Cl)c2)o1)c1cnccn1	1	i	-42%[inhibitor]	-2%
48	Cn1cccc1/C=N/NC(=O)CSc1nc2ccccc2[nH]1	5	i	-8%	-10%
50	NC(=S)N=Nc1c(O)[nH]c2c(Br)cc(Br)cc12	-29	i	-3%	4%
51	Cc1ccsc1/C=C1\SC(=S)N(CC2CCCO2)C1=O (stereo not drawn)	-18	i	-10%	12%

#	CCT modulator	EPAC2 antagonist	MmCpn inh	D3 ag
52	-0.2	5%	.	-2
47	1.0	21%	-2%	3
48	0.4	4%	0%	1
50	0.1	-9%	0%	-7
51	-3.7	-1%	0%	-4

Assay outcomes: PubChem BioAssay, National Center for Advancing Translational Sciences (NCATS)

These rows are one share of the data; count on the stated rates, not on these rows.
